PrPC surface inh – reduces human prion protein on the cell surface. inhibition, % at 13.8 µM. 370,000 compounds, 0.43% hits. cell surface PrPC, TR-FRET read-out. AID 720596; in the data active means inhibition above about 24%; further: 0% = median of the test wells and 100% = reference compound wells
BoNT-A LC inh2 – blocks Botulinum neurotoxin A light chain protease; multiplex microsphere protease substrate cleavage, flow cytometry; inhibition, % at 10 µM; 360,000 compounds, 0.17% hits; AID 588499; further: plate controls were buffer without enzyme for full effect and enzyme alone for no effect
SSB-PriA inh – blocks PriA binding to SSB C-terminal tail. AlphaScreen SSBct-PriA binding, biotinylated peptide. inhibition, % at 33 µM. 430,000 compounds, 0.6% hits; in the data active means inhibition mostly above about 37%, no sharp cut-off; inactive means mostly below about 20%;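 further: plate controls were negative control peptide for no effect and reference peptide for full effect; strong numbers were not always called active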
Anthrax LF inh2 – inhibitors of Bacillus anthracis lethal factor protease. 360,000 compounds, 0.12% hits. inhibition, % at 10 µM. P15917. multiplex microsphere protease cleavage assay, LF; further: plate controls were buffer without enzyme for full effect and enzyme alone for no effect
Y pestis TopoI – Y. pestis Topo-I inhibition via cleavage products | activity, % at 10 µM | 360,000 compounds, 0.064% hits | Y. pestis Topo-I cleavage product accumulation, plate reader; in the data active means activity above about 50%, passing the limit was not always enough; further: inactives centre near 2
BH1578 lux ind – inducers of Vibrio cholerae quorum light production without autoinducers; V. cholerae BH1578 lux reporter, luminescence, 6 h; AID 588436; activation, % at 18.7 µM; 350,000 compounds, 0.16% hits; in the data active means activation mostly above about 9.7%, no sharp cut-off; further: not every result past the cut was called active; inactives centre near 0; reference of the scale not given here
SARS 3CLpro inh – SARS-CoV 3CLpro protease inhibition | inhibition, % at 6 µM | 290,000 compounds, 0.14% hits | recombinant SARS-CoV 3CLpro, quenched FRET peptide cleavage | P0C6X7; in the data active means inhibition above about 12%
TcdB GH inh – blocks C. difficile toxin B glycohydrolase activity. TcdB glycohydrolase enzymatic assay, plate reader. AID 652162. P18177. 350,000 compounds, 0.24% hits. inhibition, % at 9.99 µM; in the data active means inhibition above about 10%
Target sequence (P18177 whole entry, looked up): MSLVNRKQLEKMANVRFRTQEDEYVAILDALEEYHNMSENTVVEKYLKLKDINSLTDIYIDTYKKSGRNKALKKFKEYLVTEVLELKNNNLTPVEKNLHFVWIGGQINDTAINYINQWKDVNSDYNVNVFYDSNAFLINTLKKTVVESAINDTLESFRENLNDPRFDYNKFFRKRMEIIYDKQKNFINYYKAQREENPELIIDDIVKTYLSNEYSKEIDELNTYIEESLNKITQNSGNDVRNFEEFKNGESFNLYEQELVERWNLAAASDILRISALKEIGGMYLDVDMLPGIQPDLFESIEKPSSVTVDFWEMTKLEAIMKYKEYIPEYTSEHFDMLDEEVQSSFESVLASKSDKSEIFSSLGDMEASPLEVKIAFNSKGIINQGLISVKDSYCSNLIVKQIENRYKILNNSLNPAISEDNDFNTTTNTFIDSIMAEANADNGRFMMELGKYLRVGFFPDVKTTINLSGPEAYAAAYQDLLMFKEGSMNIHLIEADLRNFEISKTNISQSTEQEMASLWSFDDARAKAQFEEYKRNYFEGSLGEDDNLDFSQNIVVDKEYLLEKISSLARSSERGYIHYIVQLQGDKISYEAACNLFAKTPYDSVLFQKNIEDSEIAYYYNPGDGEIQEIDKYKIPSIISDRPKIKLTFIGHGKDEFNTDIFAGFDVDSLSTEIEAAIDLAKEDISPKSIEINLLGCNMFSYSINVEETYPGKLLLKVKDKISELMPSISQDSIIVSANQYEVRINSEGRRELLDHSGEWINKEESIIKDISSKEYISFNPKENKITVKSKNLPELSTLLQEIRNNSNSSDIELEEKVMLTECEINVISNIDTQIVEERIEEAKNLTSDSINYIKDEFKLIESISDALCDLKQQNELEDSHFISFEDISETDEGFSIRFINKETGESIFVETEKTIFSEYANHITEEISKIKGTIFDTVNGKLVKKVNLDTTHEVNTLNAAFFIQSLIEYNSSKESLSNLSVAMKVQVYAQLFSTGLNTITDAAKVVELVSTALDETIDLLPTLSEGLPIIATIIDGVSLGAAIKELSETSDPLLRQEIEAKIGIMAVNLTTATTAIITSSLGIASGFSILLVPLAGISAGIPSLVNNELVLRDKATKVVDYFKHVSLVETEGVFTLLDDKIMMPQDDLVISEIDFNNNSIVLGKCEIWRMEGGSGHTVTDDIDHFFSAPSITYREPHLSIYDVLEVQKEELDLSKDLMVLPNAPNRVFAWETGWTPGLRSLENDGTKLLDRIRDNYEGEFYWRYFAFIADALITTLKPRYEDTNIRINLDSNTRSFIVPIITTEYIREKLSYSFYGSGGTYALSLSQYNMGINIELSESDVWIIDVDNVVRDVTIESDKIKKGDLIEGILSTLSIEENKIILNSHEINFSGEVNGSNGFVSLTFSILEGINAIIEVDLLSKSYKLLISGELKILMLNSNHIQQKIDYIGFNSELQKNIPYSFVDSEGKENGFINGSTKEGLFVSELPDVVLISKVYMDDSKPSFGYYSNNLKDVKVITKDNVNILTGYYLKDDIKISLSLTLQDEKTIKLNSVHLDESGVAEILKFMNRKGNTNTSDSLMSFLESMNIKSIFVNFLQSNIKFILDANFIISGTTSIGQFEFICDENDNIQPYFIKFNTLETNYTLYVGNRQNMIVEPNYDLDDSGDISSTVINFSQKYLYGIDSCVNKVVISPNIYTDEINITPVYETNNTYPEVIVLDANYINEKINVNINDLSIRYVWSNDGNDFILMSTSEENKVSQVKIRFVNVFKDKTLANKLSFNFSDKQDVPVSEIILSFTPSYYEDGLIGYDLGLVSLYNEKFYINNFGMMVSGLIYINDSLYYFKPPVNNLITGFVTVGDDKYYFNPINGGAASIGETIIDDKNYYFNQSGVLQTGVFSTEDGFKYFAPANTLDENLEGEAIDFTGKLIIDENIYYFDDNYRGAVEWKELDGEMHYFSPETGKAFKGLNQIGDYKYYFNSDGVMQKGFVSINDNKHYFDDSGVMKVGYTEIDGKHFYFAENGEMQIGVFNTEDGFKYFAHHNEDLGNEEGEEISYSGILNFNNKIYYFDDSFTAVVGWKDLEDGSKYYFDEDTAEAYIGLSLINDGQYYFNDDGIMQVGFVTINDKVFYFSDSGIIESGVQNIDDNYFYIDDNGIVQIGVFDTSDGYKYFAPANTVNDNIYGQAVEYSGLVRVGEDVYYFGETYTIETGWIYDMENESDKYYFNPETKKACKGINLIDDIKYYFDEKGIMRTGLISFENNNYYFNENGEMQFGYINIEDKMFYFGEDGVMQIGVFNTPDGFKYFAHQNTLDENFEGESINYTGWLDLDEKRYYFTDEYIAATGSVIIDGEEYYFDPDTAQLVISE
PfHsp40 yeast – rescue of PfHsp40-mediated yeast toxicity; S. cerevisiae expressing PfHsp40, growth rescue, ATP luminescence; growth rescue, % at 12.5 µM; 340,000 compounds, 0.68% hits; AID 504582; in the data active means growth rescue above about 28%, passing the limit was not always enough;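 further: yeast W303a lacking pdr1 and pdr3 grown in galactose medium; growth measured after three days at 30 °C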
* = called active by the depositor; i = inactive; nt = not tested or not shown; & = joins results of further samples. Unless noted, no stated cut-off is given here; in the data, active means inhibition above about 30%; inconclusive means no clear call, values can overlap the other calls; inactive means below that.

SMILES	PrPC surface inh	BoNT-A LC inh2	SSB-PriA inh	Anthrax LF inh2	Y pestis TopoI	BH1578 lux ind	SARS 3CLpro inh	TcdB GH inh	PfHsp40 yeast
Cc1ccc(S(=O)(=O)C2(C(=O)N3CCN(c4ccccc4F)CC3)CC2)cc1	8.7	-4.2	-6.5	-5.1	6.7	-0.2	-8.9	-2.0	1.2
O=C(COC(=O)/C=C/c1ccc(OC(F)F)cc1)Nc1ccc2[nH]c(=O)[nH]c2c1	5.5	-0.4	-5.0	-2.3	3.0	i	nt	-8.1	-1.5
CCCn1nc(C(=O)Nc2cc(C(=O)OC)ccc2C)c2ccccc2c1=O	-10.0	-1.3	4.8	-0.5	7.2	-5.6	-0.5	1.1	-0.6
COc1ccc(NC(=S)NC23CC4CC(CC(C4)C2)C3)cc1OC	-2.9	-0.1	5.3	0.1	-12.9	-0.5	5.7	0.3	-0.2
COc1cccc(N2CC(O)Cn3c2nc2c3c(=O)[nH]c(=O)n2C)c1 (stereo not drawn)	-7.3	6.6	-0.9	3.8	-1.6	i	-3.5	-1.7	-0.3
Cc1sc2nc(C3CC3)nc(NCCNS(C)(=O)=O)c2c1C	1.8	0.5	1.9	-1.2	-7.2	i	-4.5	nt	0.4
CCCCOc1ccc(NC(=O)C(=O)NCCCn2ccnc2)cc1	1.5	-5.1	7.5	-1.6	-0.2	-0.3	-0.5	0.4	-0.2
CCCCCCOc1ccc(CN2CCN(CC)CC2)cc1	-8.4	0.1	-5.5	-5.0	3.6	i	-0.2	nt	-1.5
CSCCC(NC(=O)c1ccccc1Cl)C(=O)NCC(c1cccs1)N(C)C (stereo not drawn)	-1.3	-0.4	-7.0	5.0	-7.9	-0.5	nt	1.2	2.0
Cc1cc(C(=O)N2CCCC(C(=O)c3cccc(C(F)(F)F)c3)C2)nc(C)n1 (stereo not drawn)	-4.2	-1.3	-12.3	-1.6	2.2	-0.4	3.3	0.7	-0.6
CC(=O)NC(Cc1c[nH]c2ccccc12)C(=O)O (stereo not drawn)	1.4	1.6	-14.7	7.1	-0.6	-0.3	-0.4	1.5	-1.7
NS(=O)(=O)c1ccc(CCNc2nc3c(-c4cccc(F)c4)nnn3c3ccccc23)cc1	3.2	1.7	-1.8	-0.5	-3.4	-2.4	2.2	nt	-2.5
O=C(CN(C1CC1)S(=O)(=O)c1ccc(S(=O)(=O)N2CCCCCC2)cc1)Nc1ccccc1	-0.1	0.4	-4.0	-3.6	9.5	-1.0	-6.3	nt	-0.6
Cc1noc(C)c1NC(=O)Nc1ccc2c(c1)C(=O)N([C@@H](C)CO)C[C@@H](C)[C@H](CN(C)C(=O)Nc1cccc3ccccc13)OCCCC[C@H](C)O2	14.7	0.1	nt	0.1	21.8	-0.1	nt	1.0	nt
O=c1c2nnn(-c3ccccc3)c2ncn1C/C=C/c1ccccc1	-1.3	-0.8	-9.9	-13.7	-3.6	-0.2	-2.2	1.3	-0.3
CCN(c1ccccc1)S(=O)(=O)c1ccc(C(=O)Nc2cc(C)ccn2)cc1	7.0	-3.9	-0.1	-3.4	12.1	-1.2	nt	1.3	1.6
O=C(NN=C1CCCC1)c1cc(Cl)cc(Cl)c1O	-1.4	-1.5	-10.6	19.3	0.2	i	4.2	0.1	-1.2
COc1ccc(N(CC(=O)Nc2ccc(S(=O)(=O)N3CCOCC3)cc2)S(=O)(=O)c2ccc(F)cc2)cc1	12.7	0.5	-6.0	14.1	1.2	-0.2	2.8	1.3	1.1
CN1CCN(C(=O)N2c3ccccc3CCc3ccccc32)CC1	3.5	-1.6	0.4	-2.6	-0.6	-0.2	-0.6	0.8	-1.4
COc1ccc2oc(C(=O)OCC(=O)NC(=O)NC(C)C)c(C)c2c1	-1.9	-1.2	-25.1	1.9	-8.0	nt	1.7	nt	3.0
CC1=C(C(=O)Nc2ccccc2C)C(c2ccc(C)o2)NC(=S)N1 (stereo not drawn)	-2.8	-1.2	-5.0	1.9	1.2	-0.3	0.4	nt	-0.9
CCOc1ccccc1CN1CCNC(=O)C1CC(=O)NCCCn1cccn1 (stereo not drawn)	-1.2	0.1	-6.4	-1.0	-2.8	2.4	-0.5	3.3	-0.9
Cc1ccc(NC(=O)COC(=O)Cn2nc(-c3ccc(F)cc3)oc2=O)cc1C	4.3	0.2	-7.3	-5.5	18.2	i	nt	0.3	-1.6
CCOc1cccc2sc(=NC(=O)c3ccco3)n(CC(=O)OC)c12	0.1	-0.1	-7.3	-1.3	21.9	i	-0.7	1.7	-0.3
CCCNC(=O)Cc1c(O)c2ccccc2[nH]c1=O	-3.6	-0.5	-16.2	-6.0	-3.0	i	3.9	nt	0.3
C[C@H](CO)N1C[C@H](C)[C@@H](CN(C)C(=O)Nc2cccc3ccccc23)OCCCC[C@H](C)Oc2ccc(NS(=O)(=O)c3cn(C)cn3)cc2C1=O	-0.9	-0.1	nt	2.3	nt	nt	nt	0.1	nt
CCN(CC)Cc1c(C(=O)N/N=C/c2ccncc2)nnn1-c1nonc1N	-5.3	0.7	nt	4.1	-4.9	i	0.5	0.6	-0.3
Cc1cc2occ(CC(=O)N(C)CC(=O)Nc3ccc(F)cc3)c2cc1C	1.0	5.6	-5.6	5.7	12.6	-0.3	nt	0.4	-0.4
CN(C)S(=O)(=O)N1CCC(Oc2ccc(C(=O)NC3CCOC(C)(C)C3)cc2)CC1 (stereo not drawn)	-0.6	1.0	-1.8	-1.0	-1.4	-0.2	-0.8	1.6	7.8
O=c1c2sc(-c3ccccc3)cc2nc2n1CCC2	-8.3	1.0	-4.3	-2.6	7.2	i	-0.5	nt	20.1

15 of the compounds above, comma-delimited.
structure,PrPC surface inh,BoNT-A LC inh2,SSB-PriA inh,Anthrax LF inh2,Y pestis TopoI,BH1578 lux ind,SARS 3CLpro inh,TcdB GH inh,PfHsp40 yeast
O=C(CN(C1CC1)S(=O)(=O)c1ccc(S(=O)(=O)N2CCCCCC2)cc1)Nc1ccccc1,-0.1,0.4,-4.0,-3.6,9.5,-1.0,-6.3,nt,-0.6
Cc1noc(C)c1NC(=O)Nc1ccc2c(c1)C(=O)N([C@@H](C)CO)C[C@@H](C)[C@H](CN(C)C(=O)Nc1cccc3ccccc13)OCCCC[C@H](C)O2,14.7,0.1,nt,0.1,21.8,-0.1,nt,1.0,nt
O=c1c2nnn(-c3ccccc3)c2ncn1C/C=C/c1ccccc1,-1.3,-0.8,-9.9,-13.7,-3.6,-0.2,-2.2,1.3,-0.3
CCN(c1ccccc1)S(=O)(=O)c1ccc(C(=O)Nc2cc(C)ccn2)cc1,7.0,-3.9,-0.1,-3.4,12.1,-1.2,nt,1.3,1.6
O=C(NN=C1CCCC1)c1cc(Cl)cc(Cl)c1O,-1.4,-1.5,-10.6,19.3,0.2,i,4.2,0.1,-1.2
COc1ccc(N(CC(=O)Nc2ccc(S(=O)(=O)N3CCOCC3)cc2)S(=O)(=O)c2ccc(F)cc2)cc1,12.7,0.5,-6.0,14.1,1.2,-0.2,2.8,1.3,1.1
CN1CCN(C(=O)N2c3ccccc3CCc3ccccc32)CC1,3.5,-1.6,0.4,-2.6,-0.6,-0.2,-0.6,0.8,-1.4
COc1ccc2oc(C(=O)OCC(=O)NC(=O)NC(C)C)c(C)c2c1,-1.9,-1.2,-25.1,1.9,-8.0,nt,1.7,nt,3.0
CC1=C(C(=O)Nc2ccccc2C)C(c2ccc(C)o2)NC(=S)N1 (stereo not drawn),-2.8,-1.2,-5.0,1.9,1.2,-0.3,0.4,nt,-0.9
CCOc1ccccc1CN1CCNC(=O)C1CC(=O)NCCCn1cccn1 (stereo not drawn),-1.2,0.1,-6.4,-1.0,-2.8,2.4,-0.5,3.3,-0.9
Cc1ccc(NC(=O)COC(=O)Cn2nc(-c3ccc(F)cc3)oc2=O)cc1C,4.3,0.2,-7.3,-5.5,18.2,i,nt,0.3,-1.6
CCOc1cccc2sc(=NC(=O)c3ccco3)n(CC(=O)OC)c12,0.1,-0.1,-7.3,-1.3,21.9,i,-0.7,1.7,-0.3
CCCNC(=O)Cc1c(O)c2ccccc2[nH]c1=O,-3.6,-0.5,-16.2,-6.0,-3.0,i,3.9,nt,0.3
C[C@H](CO)N1C[C@H](C)[C@@H](CN(C)C(=O)Nc2cccc3ccccc23)OCCCC[C@H](C)Oc2ccc(NS(=O)(=O)c3cn(C)cn3)cc2C1=O,-0.9,-0.1,nt,2.3,nt,nt,nt,0.1,nt
CCN(CC)Cc1c(C(=O)N/N=C/c2ccncc2)nnn1-c1nonc1N,-5.3,0.7,nt,4.1,-4.9,i,0.5,0.6,-0.3

2 records picked at random from those above:
SMILES	PrPC surface inh	BoNT-A LC inh2	SSB-PriA inh	Anthrax LF inh2	Y pestis TopoI	BH1578 lux ind	SARS 3CLpro inh	TcdB GH inh	PfHsp40 yeast
CN(C)S(=O)(=O)N1CCC(Oc2ccc(C(=O)NC3CCOC(C)(C)C3)cc2)CC1 (stereo not drawn)	-0.6	1.0	-1.8	-1.0	-1.4	-0.2	-0.8	1.6	7.8
Cc1cc2occ(CC(=O)N(C)CC(=O)Nc3ccc(F)cc3)c2cc1C	1.0	5.6	-5.6	5.7	12.6	-0.3	nt	0.4	-0.4

Later entries
SMILES	PrPC surface inh	BoNT-A LC inh2	SSB-PriA inh	Anthrax LF inh2	Y pestis TopoI	BH1578 lux ind	SARS 3CLpro inh	TcdB GH inh	PfHsp40 yeast
COc1cc2c(Cc3ccccc3)cncc2cc1O	-1.0	0.4	-1.1	-2.6	5.3	1.0	nt	4.3	-0.3
S=C(c1c[nH]c2ccccc12)N1CCOCC1	6.9	0.4	15.0&-12.0	0.7	-12.1	-0.1	4.4	0.2	-1.7
COC(=O)C1CCN(C(=O)COC(=O)c2ccc(=O)n(Cc3ccccc3)n2)CC1	0.6	-2.2	-9.6	0.4	7.2	i	nt	1.3	-1.5
Cc1cccc(-c2noc(CN(C(=O)C34CC5CC(CC(C5)C3)C4)C(C)C)n2)c1	-9.0	-0.3	3.6	-0.1	1.2	17.9*	-1.4	nt	3.0
Cc1noc(C(=O)Nc2cccc(O)c2)c1Cl	2.5	0.6	1.3	-2.2	-3.5	-0.4	0.2	2.1	0.4
Cc1ccc(CNC(=O)CCS(=O)(=O)c2ccc3c(c2)NC(=O)C(C)S3)cc1 (stereo not drawn)	9.2	-1.3	6.4	0.0	4.1	i	-0.6	-11.4	-1.3
CCc1ccc(OCc2nc(-c3ccccn3)no2)c(Br)c1	10.9	0.5	-47.4	-1.1	4.3	i	2.7	nt	3.3
COc1ccccc1N=Nc1c(C)n[nH]c1C	-10.1	-4.3	4.4	-4.7	3.4	i	-6.9	0.6	-0.6
O=C(NC(c1cccnc1)c1ccc2c(c1)OCO2)C1CCN(CCOc2ccc(Cl)cc2Cl)CC1 (stereo not drawn)	-17.9	0.1	nt	-2.5	16.7	-0.8	nt	-1.3	nt
Nc1ccc(C(=O)N2CCN(S(=O)(=O)c3ccc(Cl)cc3)CC2)cc1[N+](=O)[O-]	nt	-3.2	1.2	-5.3	-3.2	-1.1	nt	nt	-0.3
Cc1cccc(N2CCN(C(=O)NCc3ccc(Cl)cc3)CC2)c1	-0.8	0.2	2.2	-7.0	1.6	-0.3	0.8	nt	24.2
CCOC(=O)Cn1nnc2c(sc3nc4c(c(-c5ccccc5)c32)CCC4)c1=O	5.2	-0.2	1.3	-8.7	13.8	5.3	0.4	nt	0.1
C=CCSc1nc2ccsc2c(=O)n1-c1cccnc1	4.7	-1.0	-13.7	-9.6	5.8	-0.2	4.6	-0.7	1.0
Cc1c(C(=O)N2CCCC2)oc2ccc(Br)cc12	2.3	-2.4	-0.3	-4.0	15.2	i	-2.6	1.0	0.0
COc1ccc(NS(=O)(=O)c2cc(NC(=O)c3ccc(S(=O)(=O)N(C)C)cc3)ccc2N2CCOCC2)cc1	-0.6	-0.1	3.0	-4.5	20.0	-1.6	nt	1.8	0.2
Cc1nn(C(=O)c2c(-c3ccccc3)noc2C)c(C)c1N=Nc1cc(C(F)(F)F)cc(C(F)(F)F)c1	-1.0	5.8	0.3	10.5	3.6	1.3	-2.5	0.3	-1.1
Cc1ccc(S(=O)(=O)N2CCCN(c3nccc(C(F)(F)F)n3)CC2)cc1	5.7	0.7	1.0	-4.5	12.1	i	1.7	0.9	1.1
CCOc1ccc(CCNC(=O)COC(=O)c2[nH]c(C)c(C(C)=O)c2C)cc1OCC	-6.0	-0.3	nt	-0.4	2.9	i	nt	1.2	nt

This is a subset; count on the stated rates, not on these rows.
